# TLR9-MyD88 block – inhibitors of TLR9-MyD88 association in cells, primary screen, cell-based, CHO, BLA complementation, fluorescence; Toll-like receptor 9 (Homo sapiens) + Myeloid differentiation primary response protein …; CCF4 FRET ratio; inhibition, % at 4.98 µM; hit rate 0.21% among 340,000;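 active = inhibition above the mean over all tested compounds plus 3 SD, cut at about 21% in these data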;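 note: 0% = DMSO only wells and 100% = clavulanate BLA inhibitor control wells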
# ABCB6 inh 2 – ABCB6 transporter inhibitors, primary screen, K562-ABCB6 cells, flow cytometry, MLPCN library | hit rate 0.19% among 360,000 | fluorescence ratio to DMSO, % at 10 µM | ATP-binding cassette sub-family B member 6 (Homo sapiens), Q9NP58 | K562-ABCB6 porphyrin accumulation, 1 h; stronger effect = lower value;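 active = fluorescence ratio to DMSO below 75%, the collection mean minus 3 SD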;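 note: signal is porphyrin accumulated inside mitochondria; 100% equals median channel fluorescence of DMSO control wells; lower ratio means ABCB6 inhibition with less porphyrin fluorescence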
# Granule exo inh – LAMP-1 surface exposure blockers, TALL-104 cells – cell-based, flow cytometry, MLPCN library, primary screen. TALL-104 LAMP-1 surface exposure; cells stimulated with thapsigargin and PMA. inhibition, % at 10 µM. hit rate 0.66% among 360,000. AID 651702, 2012;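 active = inhibition above about 55%, limit read from the data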
# Vif inh – HIV Vif self-association inhibitors, primary screen, imaging, HEK293T, single point. HEK293T cells, Vif self-association by quenched fluorescence, 24 h. inhibition, % at 7.49 µM. hit rate 0.35% among 340,000. AID 602346, 2012; in the data active = inhibition above about 50%, passing the limit was not always enough; note: some results filed as inactive read as strong as hits
# ABHD5-PLIN5 inh – ABHD5-PLIN5 interaction inhibitors, primary screen, cell lysate, split luciferase complementation, luminescence | Perilipin-5 (Homo sapiens) + 1-acylglycerol-3-phosphate O-acyltransferase ABHD5 (Homo … | Split G. princeps luciferase complementation, 4 h | hit rate 0.78% among 360,000 | inhibition, % at 4 µM;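 active = inhibition above the mean inhibition across every tested compound plus 3 SD, cut at about 22% in these data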;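 note: 0% = DMSO only wells and the 100% control is not disclosed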
# Target sequence (Q00G26 whole entry, looked up): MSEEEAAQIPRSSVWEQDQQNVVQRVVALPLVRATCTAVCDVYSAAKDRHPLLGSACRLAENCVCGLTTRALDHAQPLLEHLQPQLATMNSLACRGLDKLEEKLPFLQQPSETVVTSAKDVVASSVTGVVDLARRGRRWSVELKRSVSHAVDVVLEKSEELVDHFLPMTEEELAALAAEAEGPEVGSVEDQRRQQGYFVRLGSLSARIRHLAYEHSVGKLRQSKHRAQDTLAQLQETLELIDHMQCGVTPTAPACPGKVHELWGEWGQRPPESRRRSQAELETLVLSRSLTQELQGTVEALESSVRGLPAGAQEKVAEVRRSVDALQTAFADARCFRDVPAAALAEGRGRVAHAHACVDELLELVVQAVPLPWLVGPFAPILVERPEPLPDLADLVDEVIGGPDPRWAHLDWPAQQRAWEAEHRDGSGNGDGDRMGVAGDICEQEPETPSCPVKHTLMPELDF
# Target sequence (Q8WTS1 whole entry, looked up): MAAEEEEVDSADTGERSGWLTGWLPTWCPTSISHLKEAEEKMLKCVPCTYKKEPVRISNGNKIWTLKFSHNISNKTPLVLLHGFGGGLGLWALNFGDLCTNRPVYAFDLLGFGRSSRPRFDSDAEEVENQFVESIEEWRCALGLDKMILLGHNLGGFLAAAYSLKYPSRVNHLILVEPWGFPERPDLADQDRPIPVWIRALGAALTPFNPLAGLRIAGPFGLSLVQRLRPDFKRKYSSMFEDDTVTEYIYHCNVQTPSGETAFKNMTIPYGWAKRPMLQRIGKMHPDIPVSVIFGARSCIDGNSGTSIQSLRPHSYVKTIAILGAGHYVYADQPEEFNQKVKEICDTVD
# MC4R antag cAMP – MC4R antagonists of cAMP signaling, primary screen, cell-based, TR-FRET, antagonist arm of biased-ligand search | Melanocortin receptor 4 (Homo sapiens), P32245 | MC4R-expressing cells, MTII-stimulated cAMP, LANCE TR-FRET | inhibition, % at 6.5 µM | hit rate 0.48% among 360,000;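 active = inhibition above its plate's cutoff, the mean of tested wells on that plate plus 3 SD, cut at about 29% in these data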;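 note: 0% = Melanotan II alone and 100% = Melanotan II plus saturating MCL0020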
#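 Material – human MC4R-expressing U2OS cells · Repeats – no replicates · Detection – TR-FRET with Eu-cAMP and labeled anti-cAMP, 671 nm · Times – compound 30 min, challenge 1 h, detection 1 h · Compound – single nominal compound dose of 6.5 µM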
# aDG glyco up – activators of alpha-DG glycosylation, primary screen, uHTS, Pro5-aDG cells, AlphaScreen. hit rate 0.22% among 360,000. alpha-DG glycosylation AlphaScreen (IIH6); 0% Pro5, 100% B10-LARGE cell signal. activation, % at 10 µM. AID 624168, 2012;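 active = activation of at least 8% versus controls, or a plate z-score of at least 8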;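 note: Pro5 are CHO cells carrying HIG-tagged alpha-DG that lacks glycosylation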
# MC4R barr agon – MC4R agonists recruiting beta-arrestin, primary screen, cell-based, luminescence, agonist arm of biased-ligand search | activation, % at 8.9 µM | hit rate 0.98% among 360,000 | Melanocortin receptor 4 (Homo sapiens), P32245 | AID 540308, 2011 | U2OS MC4R beta-arrestin complementation; percent of melanotan II response, DMSO zero;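 active = activation above a per-plate cutoff, the mean activation of sample wells on that plate plus 3 SD, cut at about 8% in these data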
# NOD2-RIPK2 inh – NOD2-RIPK2 binding disruptors in cells, primary screen, fluorescence, CHO cells, BLA complementation. CCF4 ratio. hit rate 0.38% among 360,000. inhibition, % at 4.98 µM. Receptor-interacting serine/threonine-protein kinase 2 (Homo sapiens), O43353; in the data active = inhibition above about 21%;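 note: 0% = vehicle only and 100% = reference blocker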
# N-glyco inh – increase of ERlucT glycosylation luciferase signal, primary screen, N-linked glycosylation inhibitor project, D54 ERlucT cells, luminescence, set 2; D54 ERlucT glycosylation luciferase reporter, 24 h; percent of 100 nM tunicamycin response; reporter increase, % at 12.5 µM; hit rate 0.23% among 360,000; AID 588692, 2011;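 active = mean luciferase reporter signal, scaled so untreated is 0 and the glycosylation-blocking control 100, at or above a set limit in every replicate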;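 note: luciferase carries N-glycosylation sites so blocking glycosylation raises the light; 0% = median of neutral control wells and 100% = median of 100 nM tunicamycin wells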
# An asterisk follows results filed as active; x = no result given; & = joins results of further samples.
SMILES	TLR9-MyD88 block	ABCB6 inh 2	Granule exo inh	Vif inh	ABHD5-PLIN5 inh	MC4R antag cAMP	aDG glyco up	MC4R barr agon	NOD2-RIPK2 inh	N-glyco inh
Cc1ccc2cccc(Oc3ncnc4scc(-c5ccc(Cl)cc5)c34)c2n1	0	97	0	-6	-5	5	0.0	-1.4	7	-5
COc1cccc(CN2CCN(Cc3cc(OC)c(OC)cc3[N+](=O)[O-])CC2)c1	-7	98	-2	20	0	9	0.3	-0.3	6	0
O=C(NCc1ccccn1)C(=O)C1C(=O)Nc2ccccc21 (configuration not stated)	3	101	3	0	-6	-1	-0.1	-5.4	0	2
COc1ccc(CC(NC(C)=O)C(=O)NC2CCN(C(=O)Nc3ccc(Cl)cc3)CC2)cc1OC (configuration not stated)	1	94	0	2	10	7	-0.3	-0.9	-12	1
CCOC(=O)c1c(C)c(-c2ccccc2)n(CC(=O)N2CCCC2)c1C	6	95	13	-11	-8	7	-0.1	1.4	-5	-2
Cc1ccc(NS(=O)(=O)c2ccc(C(=O)N3CC(C)OC(C)C3)cc2)cc1 (configuration not stated)	-2	103	8	1	-4	15	0.4	-3.8	-1	-2
Cn1cc([N+](=O)[O-])c(C(=O)Nc2ccn(C34CC5CC(CC(C5)C3)C4)n2)n1	3	100	2	-2	2	1	-0.1	2.6	-11	2
CC1CCCN(CCC(=O)Nc2ccc3c(c2)CCC3)C1 (configuration not stated)	-5	96	7	24	4	1	0.1	-2.7	8	0
COc1ccccc1NC(=O)C(=O)NNC(=O)COc1ccc2ccccc2c1	4	99	11	7	-1	15	-0.1	-4.5	-12	2
O=C(Nc1cccnc1)c1ccc(Cl)c([N+](=O)[O-])c1	4	99	9	28	2	-2	1.6	-2.6	-5	0
O=C(NC1(C(F)(F)F)N=C2SCCN2C1=O)c1ccco1 (configuration not stated)	2	327	-1	20	-11	4	0.0	-1.1	0	0
Cc1cccc(N2CCN(C(=O)C3CCN(c4ncnc5c4nc4n5CCCCC4)CC3)CC2C)c1 (configuration not stated)	-4	95	-11	-7	8	13	-0.2	2.6	-2	-6
O=C(COC(=O)c1ccc(O)cc1)Nc1ccc(OC(F)F)cc1	-5	134	-4	6	-3	2	0.0	-1.9	-14	-1
CN(/C=C/c1c([N+](=O)[O-])c(=O)n(C)c(=O)n1C)c1ccccc1	-11	93	-2	10	1	-1	0.1	-2.9	-3	-2
Oc1cccc(Nc2nc(-c3ccccc3)nc3ccccc23)c1	1	96	-4	x	2	-5	0.2	-0.6	5	7
Cc1ccc(C2CC(c3ccco3)n3nc(N)nc3N2)cc1 (configuration not stated)	-6	95	-4	-2	3	0	-0.1	-1.3	-6	-5
COC(=O)c1ccc(-c2noc(CN(C)CCC3CCCCO3)n2)cc1 (configuration not stated)	3	98	-2	0	3	2	0.1	-0.5	-1	3
c1cncc(-c2noc(-c3ccc4ccccc4c3)n2)c1	-11	95	10	-4	16	9	0.0	0.3	1	-15
Cc1ccc(S(=O)(=O)N(Cc2cc3ccccc3[nH]c2=O)CC2CCCO2)cc1 (configuration not stated)	8	96	1	-3	-1	-7	-0.2	0.6	2	-2
O=C(/C=C/[C@H]1O[C@@H](n2cnc3c(NC(=O)c4ccccc4)ncnc32)[C@H](O)[C@@H]1O)NCCCN1CCCC1=O	x	100	-1	-9	0	x	-0.2	x	-3	2
NS(=O)(=O)c1ccc(NC2=CC(c3ccc(F)cc3)N(c3ccc(S(N)(=O)=O)cc3)C2=O)cc1 (configuration not stated)	2	100	-4	5	8	11	0.0	-1.3	6	1
Cc1nc2ccccc2c(=O)n1NC(=O)c1cccnc1Cl	8	97	0	20	1	2	0.0	0.2	-5	3
CCn1nnnc1SCC(=O)Nc1nc2ccccc2s1	-8	101	-1	-2	8	11	-0.4	1.7	-3	-1
CCN1CCN(Cc2ccc(NC(=O)c3ccc(C)c(/C=C/c4cnc(Nc5cc(N6CCNCC6)nc(C)n5)cn4)c3)cc2C(F)(F)F)CC1	3&-57	134&143	36&9	4&-1	28*	2&5	-0.6&-0.4	4.7&-0.5	-17&-37	-20&-21
S=C(Nc1ccccc1)N1CCN(c2ccccc2)CC1	-9	99	8	27	-4	4	0.0	-0.3	2	-1
CCN(c1ccccc1)S(=O)(=O)c1ccc(Cl)c(NC(=O)CNC(C)c2ccccc2)c1 (configuration not stated)	5	96	4	-1	2	14	0.3	2.3	-6	-10
COc1ccc(C(CNCC(O)COc2c(C)ccc(C)c2C)N(C)C)cc1 (configuration not stated)	1	97	1	-13	8	2	0.5	-0.4	-8	1
CN(C)CCNC(=O)c1ccccc1-c1ccccc1	0	105	0	-12	1	9	-0.2	-0.7	-6	1
CCn1nccc1NC(=O)c1csc([C@@H]2C[C@H](O)[C@@H](CO)O2)n1	x	98	1	-3	-11	-1	-0.3	1.4	-4	0
COc1ccc(NC(=O)C(c2ccc(C)cc2)N(C)C(=O)CC2NC(=O)NC2=O)cc1 (configuration not stated)	-5	98	4	-8	-3	0	-0.2	-1.0	-8	1

# Continued (6 carried over from the part before).
SMILES	TLR9-MyD88 block	ABCB6 inh 2	Granule exo inh	Vif inh	ABHD5-PLIN5 inh	MC4R antag cAMP	aDG glyco up	MC4R barr agon	NOD2-RIPK2 inh	N-glyco inh
S=C(Nc1ccccc1)N1CCN(c2ccccc2)CC1	-9	99	8	27	-4	4	0.0	-0.3	2	-1
CCN(c1ccccc1)S(=O)(=O)c1ccc(Cl)c(NC(=O)CNC(C)c2ccccc2)c1 (configuration not stated)	5	96	4	-1	2	14	0.3	2.3	-6	-10
COc1ccc(C(CNCC(O)COc2c(C)ccc(C)c2C)N(C)C)cc1 (configuration not stated)	1	97	1	-13	8	2	0.5	-0.4	-8	1
CN(C)CCNC(=O)c1ccccc1-c1ccccc1	0	105	0	-12	1	9	-0.2	-0.7	-6	1
CCn1nccc1NC(=O)c1csc([C@@H]2C[C@H](O)[C@@H](CO)O2)n1	x	98	1	-3	-11	-1	-0.3	1.4	-4	0
COc1ccc(NC(=O)C(c2ccc(C)cc2)N(C)C(=O)CC2NC(=O)NC2=O)cc1 (configuration not stated)	-5	98	4	-8	-3	0	-0.2	-1.0	-8	1
CN(CCC#N)CC(=O)Nc1ccc(S(N)(=O)=O)cc1	-2	102	1	-3	-1	14	-0.2	-2.1	-7	1
COc1ccc(C2=Nc3ccccc3NC(=O)C2N(Cc2ccc(F)cc2)C(=O)c2ccco2)cc1 (configuration not stated)	x	100	1	x	-4	x	0.0	x	3	2
O=C1C2C(C(=O)N1CCc1ccccc1)C1C=CC2C12CC2 (configuration not stated)	-19	95	-2	17	-1	13	0.0	0.6	1	0
Cc1nc2ccc(S(=O)(=O)NCC(=O)N(C)Cc3ccccc3)cc2s1	-17	92	3	-4	-3	-2	0.1	-0.9	-4	-2
O=C(Cc1nnc(NC(=O)c2cccc([N+](=O)[O-])c2)s1)NCc1ccccc1	-2	95	0	6	-4	-6	0.6	-2.2	2	1
O=C(NCc1ccc(Cl)cc1)C1CCN(S(=O)(=O)c2cccs2)CC1	-7	97	3	11	-5	11	-0.1	-1.0	-2	-1
COc1ccccc1C(=O)n1nc(-c2cccnc2)nc1N	5	98	8	3	1	-4	0.0	-0.9	7	1

# Compound activity deposited in PubChem by several laboratories.

# Only part of the results is shown. The share of hits here may be higher or lower than overall.
